# MC4R ag barr: MC4R agonists recruiting beta-arrestin, primary screen, cell-based, luminescence, agonist arm of biased-ligand search | Melanocortin receptor 4 (Homo sapiens), P32245 | U2OS MC4R beta-arrestin complementation; percent of melanotan II response, DMSO zero | activation, % at 8.9 µM | actives 0.98% (n = 360,000);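 active = activation above a per-plate cutoff, the mean activation of sample wells on that plate plus 3 SD, cut at about 8% in these data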
# MC4R antagonist: MC4R antagonists of cAMP signaling, primary screen, cell-based, TR-FRET, antagonist arm of biased-ligand search | MC4R-expressing cells, MTII-stimulated cAMP, LANCE TR-FRET | inhibition, % at 6.5 µM | actives 0.48% (n = 360,000);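 active = inhibition above its plate's cutoff, the mean of tested wells on that plate plus 3 SD, cut at about 29% in these data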;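 note: 0% = Melanotan II alone and 100% = Melanotan II plus saturating MCL0020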
#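 Material: human MC4R-expressing U2OS cells. Probe or stimulus: Melanotan II challenge. Dosing: 6.5 µM single dose. Times: 30-min compound, 1-h challenge, 1-h detection, room temperature. Technique: TR-FRET with Eu-cAMP and labeled anti-cAMP, 671 nm. Replication: singlicate.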
# ABCB6 inh MLPCN: ABCB6 transporter inhibitors, primary screen, K562-ABCB6 cells, flow cytometry, MLPCN library; actives 0.19% (n = 360,000); K562-ABCB6 porphyrin accumulation, 1 h; stronger effect = lower value; fluorescence ratio to DMSO, % at 10 µM; AID 602162, 2011;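 active = fluorescence ratio to DMSO below 75%, the collection mean minus 3 SD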;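 note: signal is porphyrin accumulated inside mitochondria; 100% equals median channel fluorescence of DMSO control wells; lower ratio means ABCB6 inhibition with less porphyrin fluorescence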
# Target sequence (Q9NP58 whole entry, looked up): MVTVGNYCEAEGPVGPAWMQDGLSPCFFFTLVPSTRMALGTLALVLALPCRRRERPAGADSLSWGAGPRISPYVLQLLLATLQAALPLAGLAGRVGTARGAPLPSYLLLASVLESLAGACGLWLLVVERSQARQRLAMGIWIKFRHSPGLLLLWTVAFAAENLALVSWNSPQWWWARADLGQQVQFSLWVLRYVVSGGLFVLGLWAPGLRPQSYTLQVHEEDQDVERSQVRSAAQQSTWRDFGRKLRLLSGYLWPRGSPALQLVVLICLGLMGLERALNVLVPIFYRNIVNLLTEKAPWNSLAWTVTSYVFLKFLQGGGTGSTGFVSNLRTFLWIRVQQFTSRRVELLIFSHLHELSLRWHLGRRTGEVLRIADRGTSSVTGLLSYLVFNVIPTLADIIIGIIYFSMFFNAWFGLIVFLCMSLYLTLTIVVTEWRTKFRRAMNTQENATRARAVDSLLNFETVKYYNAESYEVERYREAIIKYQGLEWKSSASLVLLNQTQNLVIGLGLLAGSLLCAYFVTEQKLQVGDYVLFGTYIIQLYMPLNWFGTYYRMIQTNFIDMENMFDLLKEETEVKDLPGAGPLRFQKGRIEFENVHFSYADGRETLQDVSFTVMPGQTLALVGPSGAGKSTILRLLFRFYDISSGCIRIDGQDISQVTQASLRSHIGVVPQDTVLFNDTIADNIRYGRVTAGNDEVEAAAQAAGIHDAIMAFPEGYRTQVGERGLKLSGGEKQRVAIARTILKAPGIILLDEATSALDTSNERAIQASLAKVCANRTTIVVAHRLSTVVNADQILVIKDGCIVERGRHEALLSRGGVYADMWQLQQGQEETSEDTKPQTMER
# Granule exo inh: LAMP-1 surface exposure blockers, TALL-104 cells – cell-based, flow cytometry, MLPCN library, primary screen | actives 0.66% (n = 360,000) | AID 651702, 2012 | inhibition, % at 10 µM | TALL-104 LAMP-1 surface exposure; cells stimulated with thapsigargin and PMA;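 active = inhibition above about 55%, limit read from the data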
# HTR2A ag: mouse Htr2a agonists via beta-arrestin recruitment, primary screen, cell-based, luminescence | 5-hydroxytryptamine receptor 2A (Mus musculus), P35363 | CHO-K1 mHTR2A beta-arrestin complementation; percent of 30 µM serotonin response | activation, % at 7.6 µM | actives 0.66% (n = 360,000);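 active = activation above a run cutoff, the mean activation of all tested compounds plus 3 SD, cut at about 14% in these data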;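 note: 0% = plate median of compound wells and 100% = 30 µM serotonin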
# hiPSC survival: enhancers of single-cell hiPSC survival, primary screen, ATPlite luminescence; actives 0.044% (n = 360,000); 100% = ROCK inhibitor wells, 0% = DMSO; survival enhancement, % at 20 µM; in the data active = survival enhancement above about 18%;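 note: cells exposed to compounds for 16 hours before the ATP read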
# Cardio protect: cardioprotection against H2O2-induced cell death, primary screen, uHTS, H9c2 cells, ATPLite luminescence. H9c2 cardiomyocytes, H2O2 injury protection, 2 h. protection from H2O2 cell death, % at 20 µM. actives 0.63% (n = 360,000). AID 588492, 2011;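 active = compounds giving at least 50% protection of heart cells from peroxide-induced death in the single-dose screen, raw or plate-pattern-corrected value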;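 note: 0% = DMSO wells with peroxide and 100% = DMSO wells without peroxide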
# aDG glyco act: activators of alpha-DG glycosylation, primary screen, uHTS, Pro5-aDG cells, AlphaScreen. actives 0.22% (n = 360,000). alpha-DG glycosylation AlphaScreen (IIH6); 0% Pro5, 100% B10-LARGE cell signal. activation, % at 10 µM. AID 624168, 2012;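 active = activation of at least 8% versus controls, or a plate z-score of at least 8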;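 note: Pro5 are CHO cells carrying HIG-tagged alpha-DG that lacks glycosylation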
# N-glyco inh: increase of ERlucT glycosylation luciferase signal, primary screen, N-linked glycosylation inhibitor project, D54 ERlucT cells, luminescence, set 2 | D54 ERlucT glycosylation luciferase reporter, 24 h; percent of 100 nM tunicamycin response | actives 0.23% (n = 360,000) | reporter increase, % at 12.5 µM;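 active = mean luciferase reporter signal, scaled so untreated is 0 and the glycosylation-blocking control 100, at or above a set limit in every replicate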;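 note: luciferase carries N-glycosylation sites so blocking glycosylation raises the light; 0% = median of neutral control wells and 100% = median of 100 nM tunicamycin wells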
# ABHD5-PLIN5 inh: ABHD5-PLIN5 interaction inhibitors, primary screen, cell lysate, split luciferase complementation, luminescence; inhibition, % at 4 µM; actives 0.78% (n = 360,000); Split G. princeps luciferase complementation, 4 h; Perilipin-5 (Homo sapiens) + 1-acylglycerol-3-phosphate O-acyltransferase ABHD5 (Homo …;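 active = inhibition above the mean inhibition across every tested compound plus 3 SD, cut at about 22% in these data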;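 note: 0% = DMSO only wells and the 100% control is not disclosed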
# The depositor's hits bear a star; / = not tested or not shown.
# The opening 9 entries (preview)
SMILES,MC4R ag barr,MC4R antagonist,ABCB6 inh MLPCN,Granule exo inh,HTR2A ag,hiPSC survival,Cardio protect,aDG glyco act,N-glyco inh,ABHD5-PLIN5 inh
CCc1ccc(C(=O)C(C)OC(=O)c2nc3nc(C)cc(C)n3n2)cc1 (stereo not drawn),1.4,0,98,-2,1,0.0,7,0.0,0,-7
Cc1ccc(/C=C2\SC(=S)N(CCC(=O)NNS(=O)(=O)c3ccccc3)C2=O)cc1,47*,14,97,-5,3,0.5,-8,-0.2,0,-6
CCc1nnc(NC(=O)CSc2nnc(COc3cccc(C)c3)o2)s1,1.6,11,102,-1,7,-2.0,0,-0.3,1,-2
CCN1CCN(Cc2ccc(NC(=O)Nc3cccs3)cc2)CC1,-1.2,2,105,1,4,-5.4,-24,-0.1,-8,-7
O=C(O)c1ccc(-n2nnnc2SCc2ccccc2)cc1,-1.3,0,95,51,3,0.2,3,0.0,1,1
CCc1cc[n+](C(C(=S)Nc2cccc(C)c2)=C([O-])c2ccc(C)c([N+](=O)[O-])c2)cc1,1.8,2,105,-7,15*,-2.6,7,0.1,-3,-12
CCOC(=O)N1CCN(C(=O)CSCC(=O)Nc2nc(-c3ccc(Cl)s3)cs2)CC1,2.2,8,95,5,-1,2.7,-11,1.0,-1,-7
O=S(=O)(c1ccc(-c2csc(-c3cccnc3)n2)cc1)N1CCCCC1,1.1,2,101,-2,0,-0.7,5,0.4,-2,1
Cc1cc(N/C(=N/S(=O)(=O)c2ccc(F)cc2)c2ccccc2)n(-c2ccccc2)n1,1.2,12,90,-1,-5,0.5,-2,-0.3,-5,-7

# This part in full, repeating the preview:
SMILES,MC4R ag barr,MC4R antagonist,ABCB6 inh MLPCN,Granule exo inh,HTR2A ag,hiPSC survival,Cardio protect,aDG glyco act,N-glyco inh,ABHD5-PLIN5 inh
CCc1ccc(C(=O)C(C)OC(=O)c2nc3nc(C)cc(C)n3n2)cc1 (stereo not drawn),1.4,0,98,-2,1,0.0,7,0.0,0,-7
Cc1ccc(/C=C2\SC(=S)N(CCC(=O)NNS(=O)(=O)c3ccccc3)C2=O)cc1,47*,14,97,-5,3,0.5,-8,-0.2,0,-6
CCc1nnc(NC(=O)CSc2nnc(COc3cccc(C)c3)o2)s1,1.6,11,102,-1,7,-2.0,0,-0.3,1,-2
CCN1CCN(Cc2ccc(NC(=O)Nc3cccs3)cc2)CC1,-1.2,2,105,1,4,-5.4,-24,-0.1,-8,-7
O=C(O)c1ccc(-n2nnnc2SCc2ccccc2)cc1,-1.3,0,95,51,3,0.2,3,0.0,1,1
CCc1cc[n+](C(C(=S)Nc2cccc(C)c2)=C([O-])c2ccc(C)c([N+](=O)[O-])c2)cc1,1.8,2,105,-7,15*,-2.6,7,0.1,-3,-12
CCOC(=O)N1CCN(C(=O)CSCC(=O)Nc2nc(-c3ccc(Cl)s3)cs2)CC1,2.2,8,95,5,-1,2.7,-11,1.0,-1,-7
O=S(=O)(c1ccc(-c2csc(-c3cccnc3)n2)cc1)N1CCCCC1,1.1,2,101,-2,0,-0.7,5,0.4,-2,1
Cc1cc(N/C(=N/S(=O)(=O)c2ccc(F)cc2)c2ccccc2)n(-c2ccccc2)n1,1.2,12,90,-1,-5,0.5,-2,-0.3,-5,-7
COc1cccc(C2=NOC(C(=O)Nc3ccc(OC)c(OC)c3)C2)c1 (stereo not drawn),-1.2,3,97,2,1,1.2,-8,0.3,1,-1
CCCc1nc2ccccc2n1C(C)C(=O)NC(C)(C)C (stereo not drawn),/,/,/,1,-4,/,/,0.3,/,6
O=C(CC(=O)Nc1ccccc1[N+](=O)[O-])Nc1ccccc1[N+](=O)[O-],-0.8,6,102,-6,-13,-0.2,1,0.1,1,4
Cc1cnc(NC(=O)C2CC(=O)N(c3ccc4c(c3)OCCO4)C2)s1 (stereo not drawn),-1.7,1,97,0,-1,-1.8,4,-0.4,3,-4
COc1cc2[nH]c(C(=O)Nc3ccc(F)cc3)cc2c(OC)c1OC,0.1,-15,97,14,-7,0.3,0,0.1,23,-2
Cc1ccc(C(=O)Nc2ccc3nc(C)sc3c2)s1,-1.3,8,/,-1,-4,-3.7,-5,-0.3,-5,-5
Cc1ccccc1C(=O)NC(=S)Nc1ncccn1,-0.9,7,100,3,-3,-0.5,-7,-0.2,-1,2
Cc1ccc(-c2nc(NCc3ccco3)c3ccccc3n2)cc1,-2.0,-5,89,9,-4,-0.8,-20,-0.1,-2,2
CCNC(=S)N(Cc1ccccc1)Cc1nc2ccccc2c(=O)[nH]1,-0.6,5,100,-4,0,2.6,-4,0.0,-3,-9
COc1ccc(C(=O)NCCCSC)cc1OC1CCN(C(C)C)CC1,2.4,11,94,9,1,-0.4,-4,-0.2,-1,3
O=[N+]([O-])c1cc(Cl)cc(/C=N/NC(=S)Nc2ccc(S(=O)(=O)N3CCOCC3)cc2)c1O,-3.9,27,97,7,-6,0.2,24,-0.4,1,18
CCC1CCCCN1C(=O)c1ccc(OC2CCN(C(=O)COC)CC2)cc1 (stereo not drawn),-1.2,9,99,-2,-7,-0.2,-1,-0.5,2,3
Cc1sc(NC(=O)C2=COCCO2)c(C#N)c1C,-3.6,-2,96,9,0,0.4,0,0.1,2,-7
O=C(N/N=C/c1ccc([N+](=O)[O-])o1)c1ccc(O)cc1,0.7,-15,100,0,-2,-3.0,-6,1.7,15,-6
Cc1ccc(C(=O)NCCOc2cccc3cccnc23)cc1Cl,-0.8,4,103,2,1,-2.5,-2,0.0,1,2
N#CCC(=O)N/N=C/c1c(-c2ccccc2)n(-c2ccccc2)c2ccccc12,1.1,16,99,94*,3,-0.1,12,-0.2,1,6
Cc1ccc(/C(=N/Nc2nc3ccccc3s2)C2=C(O)c3ccccc3C2=O)cc1,-2.3,13,96,-3,2,0.0,-7,-0.6,0,-25
O=C(c1ccc2ccccc2c1O)N1CCCCC1,-2.2,10,98,3,6,0.5,-5,0.3,-1,-2
NC(=NC(=O)c1cccc(C(F)(F)F)c1)c1ccc(C(F)(F)F)cn1,-1.6,-4,90,-4,-1,-0.4,1,-0.1,0,-4
CC(C)Cn1c(N)c(C(=O)COC(=O)c2ccc(Cl)cc2)c(=O)n(C)c1=O,-1.0,20,101,2,-1,-0.6,-18,4.4,1,1
CCCS(=O)(=O)N1CCC(C(=O)NCCC(C)C)CC1,-1.7,2,101,7,-2,1.7,0,-0.1,1,-3

# Entries of single compounds from above. Order of values: MC4R ag barr	MC4R antagonist	ABCB6 inh MLPCN	Granule exo inh	HTR2A ag	hiPSC survival	Cardio protect	aDG glyco act	N-glyco inh	ABHD5-PLIN5 inh
# Results for N#CCC(=O)N/N=C/c1c(-c2ccccc2)n(-c2ccccc2)c2ccccc12 → 1.1	16	99	94*	3	-0.1	12	-0.2	1	6
# Results for O=[N+]([O-])c1cc(Cl)cc(/C=N/NC(=S)Nc2ccc(S(=O)(=O)N3CCOCC3)cc2)c1O → -3.9	27	97	7	-6	0.2	24	-0.4	1	18

# Continued.
SMILES,MC4R ag barr,MC4R antagonist,ABCB6 inh MLPCN,Granule exo inh,HTR2A ag,hiPSC survival,Cardio protect,aDG glyco act,N-glyco inh,ABHD5-PLIN5 inh
COc1ccc(CNC(=O)CCCn2nc(C)n3c(cc4sccc43)c2=O)cc1,0.5,8,98,25,2,1.7,-2,0.1,3,2
CCOc1cc(/C=C2/C(=O)N(c3ccccc3)N=C2C)ccc1OC(=O)c1cccs1,-0.7,-1,91,4,4,3.2,-10,-0.1,0,-38
Cc1oc(-c2ccccc2F)nc1CN1CCC(C(=O)NCc2cccnc2)CC1,-1.8,-1,104,-3,0,-1.4,0,-0.3,1,1
COC(=O)c1c(NC(=O)CN2CCN(c3ccccc3Cl)CC2)sc(C)c1C,-1.2,1,98,1,-2,0.7,-8,0.3,0,0
COc1ccccc1C(=O)Nc1cc(C)on1,-2.5,9,97,1,-3,0.3,-1,0.0,2,5
C=CCN1C(=O)c2ccccc2Sc2ccc(C(=O)NCC(OC)OC)cc21,0.5,1,105,3,-6,-0.4,-3,0.0,1,8
NC(N)=NCCCC(NC(=O)c1ccccc1)C(=O)Nc1ccc([N+](=O)[O-])cc1 (stereo not drawn),-0.7,-1,95,6,-8,2.8,-1,0.0,2,0
O=S(=O)(Nc1ccc(-n2cccc2)cc1)c1ccc(F)cc1,5.1,11,102,-1,-1,2.9,-7,-0.2,0,-16
CCOc1ccc(CNC(=O)C2CCC(=O)N2C2CCCC2)cc1OC (stereo not drawn),3.0,7,104,1,1,0.7,2,-0.1,0,-2
CC(C)n1cc(CN2CCC(C(=O)Nc3ccc(Oc4ccccc4F)cc3)CC2)cn1,-1.6,0,90,7,-4,-0.5,-8,1.0,-2,-1
CCCCNC(=O)/C=C/c1cccs1,-1.9,2,103,2,-2,-1.8,-6,-0.1,0,3
Cc1nc2ccccc2nc(=O)c1NNc1ccc([N+](=O)[O-])cc1,-1.2,-5,83,0,-3,-1.5,4,0.1,11,3
CC(=O)N1CCC(=O)N(C(C)C)c2ccccc21,0.9,2,100,-3,2,2.7,5,-0.3,-1,6
COc1ccc(C2SCCN2C(=S)Nc2ccc(F)cc2)cc1 (stereo not drawn),-0.9,18,97,2,1,-1.2,3,0.8,-2,-23
O=C(COC(=O)c1ccc([N+](=O)[O-])s1)NC(=O)NCc1ccccc1,-2.7,-6,96,5,-8,-1.0,11,0.3,3,5
Cc1cnc(CN2CCc3c([nH]c4ccccc34)C2C2CCCCC2)[nH]1 (stereo not drawn),-1.0,-2,106,14,-1,0.5,-3,0.5,-5,5
CO/N=C(/CNC(=O)c1ccc(Cl)cc1Cl)c1ccc(Cl)cc1,4.8,5,103,1,1,-1.0,6,0.1,-1,2
CCOC(=O)c1cc(OC(=O)c2cccc([N+](=O)[O-])c2)n(-c2ccccc2)n1,-0.1,-3,88,1,3,-2.0,5,-0.2,3,7
CCOC(=O)N1CCC(N(CCN(C)C)C(=S)Nc2cc(C)ccc2C)CC1,1.1,-1,102,-3,-3,-2.1,4,0.0,2,-3
O=c1c(-c2cc3ccccc3[nH]2)nc2ccccc2n1C(CCc1ccccc1)c1nc2ccccc2[nH]1 (stereo not drawn),/,/,/,12,-8,/,/,0.8,/,-10
CCCCCCC1CCC(C(=O)N2CCOCC2)CC1 (stereo not drawn),-0.3,4,92,1,10,-2.4,-5,0.2,0,6
Cc1ccccc1C(=O)Nc1c(C(=O)N(CCN(C)C)Cc2ccco2)oc2ccccc12,-0.4,2,98,9,-1,-0.5,11,0.4,-1,5

# Bioassay records deposited in PubChem by several laboratories.
